Assay outcomes deposited in PubChem BioAssay by several laboratories.
Vc quorum ag = inducers of Vibrio cholerae quorum light production without autoinducers; V. cholerae BH1578 lux reporter, luminescence, 6 h; AID 588436; hit rate 0.16% among 350,000; activation, % at 18.7 µM; in the data active means activation mostly above about 9.7%, no sharp cut-off; inconclusive means no clear call, values can overlap the other calls; inactive means mostly below about 3.7%; further: not every result past the cut was called active; inactives centre near 0; reference of the scale not given here
PrPC surface inh = inhibitors of human cell surface prion protein PrPC. P04156. hit rate 0.43% among 370,000. TR-FRET read-out. inhibition, % at 13.8 µM; in the data active means inhibition above about 24%; further: 0% = median of the test wells and 100% = reference compound wells
PfHsp40 yeast = rescue of PfHsp40-mediated yeast toxicity. S. cerevisiae expressing PfHsp40, growth rescue, ATP luminescence. growth rescue, % at 12.5 µM. hit rate 0.68% among 340,000; in the data active means growth rescue above about 28%, passing the limit was not always enough; inconclusive means no clear call, values can overlap the other calls;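 further: yeast W303a lacking pdr1 and pdr3 grown in galactose medium; growth measured after three days at 30 °C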
TcdB GH inh = blocks C. difficile toxin B glycohydrolase activity; P18177; TcdB glycohydrolase enzymatic assay, plate reader; inhibition, % at 9.99 µM; hit rate 0.24% among 350,000; AID 652162; in the data active means inhibition above about 10%
Target sequence (P18177 whole entry, looked up): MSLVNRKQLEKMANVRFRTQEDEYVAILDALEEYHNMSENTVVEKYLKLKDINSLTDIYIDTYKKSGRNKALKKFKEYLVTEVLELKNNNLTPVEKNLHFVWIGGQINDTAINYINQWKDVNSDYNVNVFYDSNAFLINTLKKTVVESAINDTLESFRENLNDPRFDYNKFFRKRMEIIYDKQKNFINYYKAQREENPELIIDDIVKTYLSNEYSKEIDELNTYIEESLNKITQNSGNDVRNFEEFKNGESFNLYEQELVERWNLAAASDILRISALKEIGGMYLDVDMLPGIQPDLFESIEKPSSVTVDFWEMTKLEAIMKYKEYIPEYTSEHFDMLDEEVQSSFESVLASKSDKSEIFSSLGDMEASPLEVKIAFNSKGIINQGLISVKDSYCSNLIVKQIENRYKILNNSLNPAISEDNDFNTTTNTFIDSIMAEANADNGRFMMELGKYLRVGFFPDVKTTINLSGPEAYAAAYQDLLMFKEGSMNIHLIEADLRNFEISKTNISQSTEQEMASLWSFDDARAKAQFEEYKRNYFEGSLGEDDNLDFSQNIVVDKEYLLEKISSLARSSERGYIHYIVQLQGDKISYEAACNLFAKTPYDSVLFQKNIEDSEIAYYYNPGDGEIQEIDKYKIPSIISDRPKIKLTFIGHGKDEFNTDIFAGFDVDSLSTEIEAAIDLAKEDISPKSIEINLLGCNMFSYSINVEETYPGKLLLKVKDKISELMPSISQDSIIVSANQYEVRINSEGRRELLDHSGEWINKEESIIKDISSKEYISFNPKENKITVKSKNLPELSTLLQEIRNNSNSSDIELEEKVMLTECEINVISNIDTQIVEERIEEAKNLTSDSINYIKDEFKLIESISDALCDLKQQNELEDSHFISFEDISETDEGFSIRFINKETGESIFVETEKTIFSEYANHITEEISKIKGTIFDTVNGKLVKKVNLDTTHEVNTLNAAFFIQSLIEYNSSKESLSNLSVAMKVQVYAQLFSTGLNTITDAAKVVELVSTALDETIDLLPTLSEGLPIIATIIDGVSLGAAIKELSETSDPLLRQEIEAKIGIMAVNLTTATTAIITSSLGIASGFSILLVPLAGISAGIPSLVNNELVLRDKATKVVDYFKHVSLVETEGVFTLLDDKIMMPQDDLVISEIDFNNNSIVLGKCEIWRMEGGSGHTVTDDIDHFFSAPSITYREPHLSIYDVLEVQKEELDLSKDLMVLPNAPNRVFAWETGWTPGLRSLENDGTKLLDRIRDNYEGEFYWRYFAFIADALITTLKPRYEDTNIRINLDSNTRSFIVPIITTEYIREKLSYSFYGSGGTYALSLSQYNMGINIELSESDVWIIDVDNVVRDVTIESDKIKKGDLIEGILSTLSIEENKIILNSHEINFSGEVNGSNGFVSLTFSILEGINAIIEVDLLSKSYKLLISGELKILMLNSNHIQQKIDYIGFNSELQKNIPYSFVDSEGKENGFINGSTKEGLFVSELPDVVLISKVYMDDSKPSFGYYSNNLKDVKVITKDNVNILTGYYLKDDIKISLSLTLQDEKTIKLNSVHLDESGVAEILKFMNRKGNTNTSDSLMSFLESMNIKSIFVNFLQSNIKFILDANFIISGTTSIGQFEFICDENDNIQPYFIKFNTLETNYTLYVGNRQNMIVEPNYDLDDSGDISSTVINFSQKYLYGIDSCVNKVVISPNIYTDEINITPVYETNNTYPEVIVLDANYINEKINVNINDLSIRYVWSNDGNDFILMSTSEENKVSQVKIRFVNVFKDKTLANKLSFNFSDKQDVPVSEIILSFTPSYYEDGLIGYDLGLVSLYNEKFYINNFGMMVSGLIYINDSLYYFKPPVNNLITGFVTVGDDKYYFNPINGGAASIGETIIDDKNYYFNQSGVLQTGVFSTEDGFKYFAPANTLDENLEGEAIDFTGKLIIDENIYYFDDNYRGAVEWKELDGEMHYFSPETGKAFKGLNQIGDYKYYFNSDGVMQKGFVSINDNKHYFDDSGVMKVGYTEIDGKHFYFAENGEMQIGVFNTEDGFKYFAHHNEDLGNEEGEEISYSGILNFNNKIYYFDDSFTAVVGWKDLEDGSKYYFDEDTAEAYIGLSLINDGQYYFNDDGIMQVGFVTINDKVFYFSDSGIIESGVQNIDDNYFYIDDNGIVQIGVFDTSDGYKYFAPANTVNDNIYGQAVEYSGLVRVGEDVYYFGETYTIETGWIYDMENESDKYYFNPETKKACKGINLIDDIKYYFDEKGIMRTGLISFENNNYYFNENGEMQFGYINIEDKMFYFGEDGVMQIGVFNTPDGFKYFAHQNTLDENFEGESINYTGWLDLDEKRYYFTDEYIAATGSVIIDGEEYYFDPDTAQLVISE
PriA SSB inh = inhibitors of Klebsiella pneumoniae PriA binding to SSB C-terminal tail. AlphaScreen SSBct-PriA binding, biotinylated peptide. inhibition, % at 33 µM. hit rate 0.6% among 430,000. AID 1272365; in the data active means inhibition mostly above about 37%, no sharp cut-off; inactive means mostly below about 20%;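 further: plate controls were negative control peptide for no effect and reference peptide for full effect; strong numbers were not always called active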
BoNT A protease = inhibitors of Botulinum neurotoxin A light chain protease; hit rate 0.17% among 360,000; multiplex microsphere protease substrate cleavage, flow cytometry; inhibition, % at 10 µM; further: plate controls were buffer without enzyme for full effect and enzyme alone for no effect
Y pestis TopoI = inhibitors of Yersinia pestis topoisomerase I; Y. pestis Topo-I cleavage product accumulation, plate reader; activity, % at 10 µM; hit rate 0.064% among 360,000; in the data active means activity above about 50%, passing the limit was not always enough; inconclusive means no clear call, values can overlap the other calls; further: inactives centre near 2
Anthrax LF inh2 = inhibitors of Bacillus anthracis lethal factor protease; P15917; multiplex microsphere protease cleavage assay, LF; inhibition, % at 10 µM; hit rate 0.12% among 360,000; further: plate controls were buffer without enzyme for full effect and enzyme alone for no effect
3CLpro inhibitor = SARS-CoV 3CLpro protease inhibition. hit rate 0.14% among 290,000. recombinant SARS-CoV 3CLpro, quenched FRET peptide cleavage. inhibition, % at 6 µM. P0C6X7; in the data active means inhibition above about 12%
An asterisk follows results filed as active. Unless noted, no stated cut-off is given here; in the data, active means inhibition above about 30%; inconclusive means no clear call, values can overlap the other calls; inactive means below that.

How did C(=N\Nc1ncnc2sc3c(c12)CCC3)/c1ccncc1 do in these assays?
Vc quorum ag: -1.9; PrPC surface inh: 8; PfHsp40 yeast: -0.6; BoNT A protease: -2.1; Y pestis TopoI: -4; Anthrax LF inh2: -3; 3CLpro inhibitor: -14

How did COc1cc(C(O)c2nc(-c3cccc(NC(C)=O)c3)cs2)ccc1F (stereo not given) do in these assays?
Vc quorum ag: -0.3; PrPC surface inh: 7; TcdB GH inh: 1.1; BoNT A protease: -0.1; Y pestis TopoI: 1; Anthrax LF inh2: -7

Results for O=C(COC(=O)c1ccccc1Br)Nc1ccccc1F ?
Vc quorum ag: inactive; PrPC surface inh: -3; PfHsp40 yeast: -0.5; TcdB GH inh: 1.1; PriA SSB inh: -26; BoNT A protease: -0.6; Y pestis TopoI: 16; Anthrax LF inh2: 0; 3CLpro inhibitor: 3

Results for O=c1nc(N2CCCCC2)nc(Nc2ccccc2)[nH]1 ?
Vc quorum ag: -6.2; PrPC surface inh: -2; PfHsp40 yeast: 1.1; PriA SSB inh: -11; BoNT A protease: -0.4; Y pestis TopoI: 8; Anthrax LF inh2: -3; 3CLpro inhibitor: -2

Results for Cc1cc(C(=O)Nc2cccc3ccccc23)co1 ?
Vc quorum ag: 0.7; PrPC surface inh: -5; PfHsp40 yeast: 0.3; TcdB GH inh: 2.5; PriA SSB inh: -5; BoNT A protease: -0.6; Y pestis TopoI: -3; Anthrax LF inh2: -6; 3CLpro inhibitor: -5

How did COc1ccccc1C(=O)Nc1cccc(N(C)S(C)(=O)=O)c1 do in these assays?
Vc quorum ag: -0.4; PrPC surface inh: -5; PfHsp40 yeast: -0.7; PriA SSB inh: -15; BoNT A protease: 0.2; Y pestis TopoI: 4; Anthrax LF inh2: 2; 3CLpro inhibitor: -4

What do the screens show for `Cc1cc(C)cc(C(=O)N/N=C/c2ccoc2)c1`?
Vc quorum ag: 1.6; PrPC surface inh: 8; PfHsp40 yeast: 1.5; TcdB GH inh: -0.2; BoNT A protease: 0.4; Y pestis TopoI: 5; Anthrax LF inh2: -2; 3CLpro inhibitor: -3

Results for CCCC12CN(C(=O)c3ccc(OC)cc3)CC(C)(CN(C(=O)c3ccc(OC)cc3)C1)C2=O ?
Vc quorum ag: -4.0; PrPC surface inh: 2; PfHsp40 yeast: -0.1; PriA SSB inh: 11; Y pestis TopoI: 15; 3CLpro inhibitor: 0

What do the screens show for `CN(C)C(=N)c1n[nH]nc1SCc1ccc(Cl)c(Cl)c1`?
Vc quorum ag: inactive; PrPC surface inh: -1; PfHsp40 yeast: -1.1; TcdB GH inh: 1.5; PriA SSB inh: -11; BoNT A protease: -1.2; Y pestis TopoI: -9; Anthrax LF inh2: -4; 3CLpro inhibitor: 2

How did N#Cc1ccc(Cl)cc1NC(=O)COC(=O)[C@H](CCC(N)=O)NC(=O)c1ccc(F)cc1 do in these assays?
Vc quorum ag: -0.2; PrPC surface inh: 5; PfHsp40 yeast: 0.2; PriA SSB inh: 3; BoNT A protease: -0.5; Y pestis TopoI: 0; Anthrax LF inh2: 0; 3CLpro inhibitor: 0

How did CC(C)(C)c1csc(NC(=O)CCc2ccccc2)n1 do in these assays?
Vc quorum ag: inactive; PrPC surface inh: 26*; PfHsp40 yeast: 2.3; TcdB GH inh: 1.2; PriA SSB inh: -35; BoNT A protease: -1.0; Y pestis TopoI: 0; Anthrax LF inh2: -3; 3CLpro inhibitor: 4

Results for CCCCN1C(=O)C(CC(=O)NCc2cccs2)CC(C(=O)N(C(C)C)C(C)C)=C1C (stereo not given) ?
Vc quorum ag: -0.4; PrPC surface inh: -9; TcdB GH inh: 1.2; BoNT A protease: 0.2; Y pestis TopoI: 9; Anthrax LF inh2: 0

Results for Cc1ccc(N=C(c2cccs2)N2CCOCC2)cc1 ?
Vc quorum ag: 0.9; PrPC surface inh: -10; PfHsp40 yeast: -1.2; PriA SSB inh: -10; BoNT A protease: -0.2; Y pestis TopoI: -4; Anthrax LF inh2: 5; 3CLpro inhibitor: -1

Results for Cc1c(C(=O)N/N=C/c2cccnc2)nnn1-c1nonc1N ?
Vc quorum ag: -0.3; PrPC surface inh: 7; PfHsp40 yeast: 1.0; TcdB GH inh: 0.4; BoNT A protease: -0.9; Y pestis TopoI: -4; Anthrax LF inh2: -2; 3CLpro inhibitor: -4

What do the screens show for `O=C(Nc1ccc(S(=O)(=O)Nc2ncccn2)cc1)c1cccc(S(=O)(=O)N2CCOCC2)c1`?
Vc quorum ag: inactive; PrPC surface inh: 6; PfHsp40 yeast: -1.4; TcdB GH inh: 0.8; PriA SSB inh: -7; BoNT A protease: 0.1; Y pestis TopoI: 1; Anthrax LF inh2: -9; 3CLpro inhibitor: -3

How did Cc1cc(C)c(C(=O)CSc2nnc(C)c(=O)[nH]2)cc1C do in these assays?
Vc quorum ag: 0.3; PrPC surface inh: 1; PfHsp40 yeast: -0.1; TcdB GH inh: -3.8; PriA SSB inh: -9; BoNT A protease: -0.7; Y pestis TopoI: -3; Anthrax LF inh2: 1; 3CLpro inhibitor: -9

What do the screens show for `Cc1ccc(C)c(NC(=O)c2ccc(OCc3c(C)noc3C)cc2)c1`?
Vc quorum ag: -1.4; PrPC surface inh: -9; PfHsp40 yeast: 1.6; TcdB GH inh: -0.5; PriA SSB inh: -1; BoNT A protease: -0.3; Y pestis TopoI: 19; Anthrax LF inh2: -3

Results for O=C(CNS(=O)(=O)c1cccc(Cl)c1)OCc1csc(-c2ccccc2)n1 ?
Vc quorum ag: -0.3; PrPC surface inh: -3; PfHsp40 yeast: 0.4; PriA SSB inh: -14; BoNT A protease: -0.5; Y pestis TopoI: 28; Anthrax LF inh2: -2; 3CLpro inhibitor: 7

Results for Cn1c(=O)c2ncn(CC(=O)Nc3ccc4c5c(cccc35)CC4)c2n(C)c1=O ?
Vc quorum ag: -3.7; PrPC surface inh: 6; PfHsp40 yeast: -0.1; PriA SSB inh: -22; BoNT A protease: 2.4; Y pestis TopoI: -6; Anthrax LF inh2: -8; 3CLpro inhibitor: 2

How did O=c1[nH]c2cc3c(cc2cc1CN(Cc1nnnn1C1CCCC1)C1CCCC1)OCCO3 do in these assays?
Vc quorum ag: 1.0; PrPC surface inh: -10; PfHsp40 yeast: 0.5; PriA SSB inh: -2; BoNT A protease: 3.7; Y pestis TopoI: 8; Anthrax LF inh2: 3; 3CLpro inhibitor: 4

Results for COc1ccc(Cn2c(C)nc([N+](=O)[O-])c2SCC(=O)O)cc1[N+](=O)[O-] ?
Vc quorum ag: -0.2; PrPC surface inh: -9; PfHsp40 yeast: 0.3; TcdB GH inh: 0.6; PriA SSB inh: 1; BoNT A protease: -1.2; Y pestis TopoI: -4; Anthrax LF inh2: -6; 3CLpro inhibitor: 0

Results for C=CCN1C(=O)c2ccc(C(=O)NCCc3ccc(F)cc3)cc2C1=O ?
PrPC surface inh: -3; PfHsp40 yeast: -2.0; TcdB GH inh: 1.7; PriA SSB inh: 7; BoNT A protease: 4.8; Y pestis TopoI: -9; Anthrax LF inh2: -1; 3CLpro inhibitor: -1

How did COc1ccc(CCNC(=O)CCS(=O)(=O)c2ccc3c(c2)NC(=O)C(C)S3)cc1OC (stereo not given) do in these assays?
Vc quorum ag: inactive; PrPC surface inh: 2; PfHsp40 yeast: -0.8; TcdB GH inh: 0.3; PriA SSB inh: -9; BoNT A protease: 1.3; Y pestis TopoI: 6; Anthrax LF inh2: -2; 3CLpro inhibitor: -2

Results for CCCC1=C(C(=O)OCC)C(c2ccc(O)cc2)n2ncnc2N1 (stereo not given) ?
Vc quorum ag: -0.4; PrPC surface inh: 5; PfHsp40 yeast: 0.0; PriA SSB inh: -4; BoNT A protease: -0.4; Y pestis TopoI: -5; Anthrax LF inh2: -1; 3CLpro inhibitor: -4

How did O=C(c1cc(=O)[nH]c2ccccc12)N1CCN(c2ccc([N+](=O)[O-])cc2)CC1 do in these assays?
Vc quorum ag: -0.4; PrPC surface inh: -30; PfHsp40 yeast: -0.8; TcdB GH inh: 0.0; PriA SSB inh: -6; BoNT A protease: -0.1; Y pestis TopoI: 1; Anthrax LF inh2: -1; 3CLpro inhibitor: 10

Results for CCCCCc1nc2ccccc2c(=O)n1-c1ccc(Cl)cc1[N+](=O)[O-] ?
Vc quorum ag: 0.7; PrPC surface inh: -5; PfHsp40 yeast: -0.7; TcdB GH inh: 1.2; PriA SSB inh: -2; BoNT A protease: -2.7; Y pestis TopoI: -1; Anthrax LF inh2: 0; 3CLpro inhibitor: -1

What do the screens show for `OC[C@@H]1CN(Cc2ccc3c(c2)OCO3)C[C@H](n2cnc3c(NC4CCC4)ncnc32)O1`?
Vc quorum ag: -0.1; PrPC surface inh: 3; TcdB GH inh: 0.3; BoNT A protease: -0.5; Y pestis TopoI: 2; Anthrax LF inh2: 5

What do the screens show for `CCOC(=O)c1ccc(NC(=O)Nc2ccc(OC)c(OC)c2)cc1`?
Vc quorum ag: inactive; PrPC surface inh: 13; PfHsp40 yeast: -0.2; PriA SSB inh: 0; BoNT A protease: 0.2; Y pestis TopoI: -1; Anthrax LF inh2: -3; 3CLpro inhibitor: -3

How did O=c1cc[nH]c2cc(Cl)ccc12 do in these assays?
Vc quorum ag: -0.3; PrPC surface inh: -1; PfHsp40 yeast: 1.4; TcdB GH inh: -0.8; PriA SSB inh: -1; BoNT A protease: 0.0; Y pestis TopoI: -12; Anthrax LF inh2: -6; 3CLpro inhibitor: -6

How did CC(=O)c1ccc(OCc2ncc(C(F)(F)F)cc2Cl)cc1 do in these assays?
Vc quorum ag: inactive; PrPC surface inh: 1; PfHsp40 yeast: -0.4; TcdB GH inh: 0.5; PriA SSB inh: -16; BoNT A protease: inconclusive; Y pestis TopoI: 0; Anthrax LF inh2: -2; 3CLpro inhibitor: 3

How did O=C(NCc1ccc(Cl)cc1)N1CCN(Cc2ccccc2)CC1 do in these assays?
Vc quorum ag: -0.5; PrPC surface inh: -8; PfHsp40 yeast: 3.4; TcdB GH inh: -1.0; PriA SSB inh: -6; BoNT A protease: 1.8; Y pestis TopoI: 11; Anthrax LF inh2: -6; 3CLpro inhibitor: 2

Results for CCOC(=O)CN(C(=O)COc1nc(-c2ccccc2)cc(C)c1C#N)c1ccc(C)cc1 ?
Vc quorum ag: inactive; PrPC surface inh: -5; PfHsp40 yeast: -0.3; TcdB GH inh: 1.0; PriA SSB inh: -18; BoNT A protease: 0.4; Y pestis TopoI: 4; Anthrax LF inh2: -1; 3CLpro inhibitor: -1

How did CC1=C(OC(=O)c2ccccc2)C(C)(C)C(c2ccc(Br)cc2)OC1=O (stereo not given) do in these assays?
Vc quorum ag: inactive; PrPC surface inh: -1; PfHsp40 yeast: 3.5; PriA SSB inh: -14; BoNT A protease: -0.2; Y pestis TopoI: -1; Anthrax LF inh2: -4; 3CLpro inhibitor: 2

What do the screens show for `Cc1ccc(Cl)cc1N1CCN(Cc2cc(=O)n3ccsc3n2)CC1`?
Vc quorum ag: inactive; PrPC surface inh: 18; PfHsp40 yeast: 0.5; TcdB GH inh: 1.9; PriA SSB inh: 7; BoNT A protease: -0.1; Y pestis TopoI: inconclusive; Anthrax LF inh2: 0; 3CLpro inhibitor: -6

Results for CCCN(CCC)CCNC(=O)c1cn(C)c(=O)c2c1c1ccccc1n2C ?
Vc quorum ag: 0.4; PrPC surface inh: -3; PfHsp40 yeast: -1.0; TcdB GH inh: -0.3; PriA SSB inh: -8; BoNT A protease: -6.0; Y pestis TopoI: 11; Anthrax LF inh2: 2; 3CLpro inhibitor: 3

How did O=C1CCCc2nc(N3CCN(C(=O)c4ccco4)CC3)ncc21 do in these assays?
Vc quorum ag: 0.1; PrPC surface inh: 1; PfHsp40 yeast: -0.3; TcdB GH inh: 0.6; PriA SSB inh: -19; BoNT A protease: -2.1; Y pestis TopoI: 2; Anthrax LF inh2: 0; 3CLpro inhibitor: -4

Not all compounds are listed; count on the stated rates, not on these rows.
